High-throughput results deposited in PubChem by several laboratories.
GPR55 LPI antagonism: inhibition of LPI-stimulated GPR55 beta-arrestin translocation – imaging, U2OS, beta-arrestin-GFP, LPI agonist, primary screen (AID 2013). U2OS GPR55 beta-arrestin-GFP translocation imaging, LPI antagonism; higher % means a stronger effect. one-dose inhibition, % at 10 µM; IC50 in µM for titrated hits. 0.13% of 290,000 active;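 active = spots per cell inhibited over 60%, with over 100 cells counted and total cytoplasm intensity under 500,000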;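 also: U2OS cells stably carrying GPR55 and arrestin-GFP stimulated by 5 µM LPI near EC80; imaged beta-arrestin-GFP aggregate spots per cell after agonist stimulation; plate controls were LPI-stimulated DMSO wells for no effect and DMSO wells without LPI for full effect; some results filed as inactive read as strong as hits; confirmed hits need IC50 under 10 µM and bright autofluorescent wells are also inconclusive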
NTR1 agonist: agonists of NTR1, primary screen, imaging, U2OS cells, beta-arrestin-GFP, high content (AID 493036); P30989; NTR1-U2OS beta-arrestin-GFP spot imaging, agonist mode; activation, % at 20 µM; 0.17% of 330,000 active;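 active = activation at or above 40% of the spot to cytoplasm intensity ratio, with at least 20 cells analyzed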;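 also: 0% = DMSO without peptide and 100% = 100 nM NTR1 peptide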
Target sequence (P30989 whole entry, looked up): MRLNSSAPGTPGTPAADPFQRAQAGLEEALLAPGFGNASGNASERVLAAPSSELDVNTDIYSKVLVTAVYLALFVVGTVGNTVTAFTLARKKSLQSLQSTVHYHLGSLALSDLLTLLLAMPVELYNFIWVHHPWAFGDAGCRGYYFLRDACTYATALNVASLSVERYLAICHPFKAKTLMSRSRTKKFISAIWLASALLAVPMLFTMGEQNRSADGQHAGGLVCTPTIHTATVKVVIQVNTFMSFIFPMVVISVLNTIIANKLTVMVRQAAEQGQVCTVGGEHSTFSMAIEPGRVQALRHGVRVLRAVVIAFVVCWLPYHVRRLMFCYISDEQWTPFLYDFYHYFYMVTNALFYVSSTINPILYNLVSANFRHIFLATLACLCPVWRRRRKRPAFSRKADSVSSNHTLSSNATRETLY
LYP phosphatase: inhibitors of LYP phosphatase, biochemical, fluorescence intensity, uHTS (AID 1779); inhibition, % at 11.5 µM; hits with a dose series show IC50 in µM; recombinant LYP phosphatase, fluorescence intensity; higher % means a stronger effect; 0.054% of 290,000 active; in the data active = inhibition above about 50%;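 also: plate controls were vehicle with enzyme for no effect and no enzyme for full effect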
SV40 large T antigen: TAg ATPase/helicase activity blockers – biochemical (AID 1903); SV40 large T antigen ATPase/helicase inhibition assay; higher % means a stronger effect; inhibition, % at 20 µM; hits with a dose series show IC50 in µM; 0.39% of 310,000 active; in the data active = a potency from the dose series; also: strong numbers were not always called active
GPR55 activation: selective activators of receptor GPR55 – imaging, U2OS cells, beta-arrestin-GFP redistribution, primary screen (AID 1961) | U2OS GPR55 beta-arrestin-GFP redistribution imaging; higher % means a stronger effect | 0.048% of 290,000 active | one-dose activation, % at 10 µM; EC50 in µM for titrated hits;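 active = activation above 40% with more than 50 cells counted in the well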;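 also: U2OS osteosarcoma cells stably expressing GPR55 and beta-arrestin-GFP; plate controls were DMSO negative control for no effect and LPI positive control for full effect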
Hep lipid drop: hepatic lipid droplet formation modulation; AML12 mouse hepatocytes, oleate lipid droplets, BODIPY imaging; inhibition, % at 6.5 µM; 0.4% of 240,000 active;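 active = lipid droplet intensity inhibited by at least 50%, with more than 500 cells counted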
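material = mouse AML12 hepatocyte cell line, fixed after treatment | also added = 100 µM oleic acid challenge | doses = compound at 6.5 µM only | schedule = overnight exposure | technique = Image-based BODIPY and DAPI two-channel analysis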
GPR35 arrestin U2OS: inhibition of zaprinast-stimulated GPR35 beta-arrestin translocation – imaging, U2OS, beta-arrestin-GFP, zaprinast agonist, primary screen (AID 2058) | U2OS GPR35 beta-arrestin-GFP translocation imaging, zaprinast antagonism; higher % means a stronger effect | one-dose inhibition, % at 10 µM; IC50 in µM for titrated hits | 0.052% of 290,000 active;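 active = inhibition of at least 50% with at least 30 cells and total cytoplasm GFP at most 10,000,000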
MgcRacGAP inhibition: MgcRacGAP GTPase-activating activity inhibitors, confirmation, biochemical, ADP Hunter fluorescence; MgcRacGAP-stimulated Rac1 GTP hydrolysis, ADP Hunter fluorescence; higher % means a stronger effect; GST-tagged Rac1 F28L mutant substrate; one-dose inhibition, % at 30 µM; IC50 in µM for titrated hits; 0.6% of 340,000 active;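 active = first-screen hits whose inhibition reached a set limit at any dose in the follow-up dose series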;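 also: fluorescence reports GDP produced by GAP-driven GTP hydrolysis; strong numbers were not always called active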
T cell HTS: modulates CD8 T cell binding to vesicles; 2C CD8+ T cell-vesicle binding, flow cytometry; stronger effect = lower value; calls only at 7 µM; 0.068% of 330,000 active; AID 2052;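 active = response, share of CD8 T cells binding vesicles, and their 90th percentile fluorescence all below set limits, cut at about 80% in these data, passing the limit was not always enough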
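Material: murine 2C transgenic CD8+ T lymphocytes / Also added: QL9-peptide-loaded Drosophila micro-vesicles bearing Ld, ICAM-1 and B7-1 / Schedule: binding step 1.5 h, 37 °C, antibody labelling 20 min, ice / Signal: flow cytometry, PE anti-B7-1 (FL2) versus Alexa647 anti-CD8 (FL8), PFA-fixed / Evaluation: percent CD8+ FL2 mean versus row control / Benchmarks: naked versus QL9-loaded vesicles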
Hep lipid drop cells 6.5 µM: also measured in Hep lipid drop; calls as there; cell count; measured here: cell count, cytotoxicity flag;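 cells counted across two imaged fields per well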
T cell HTS vesicle-bound %: also measured in T cell HTS; calls as there; double positive events, %; measured here: CD8+ vesicle-bound cell fraction;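 binding gate set so that unloaded-vesicle control wells show 10% double positive cells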
NTR1 agonist cell count 20 µM: further read-out of NTR1 agonist, marked with its call; cell count; measured here: cell count, cytotoxicity flag
An asterisk follows results filed as active; i = inactive; . = not tested or not shown.

SMILES	GPR55 LPI antagonism	NTR1 agonist	NTR1 agonist cell count 20 µM	LYP phosphatase	SV40 large T antigen	GPR55 activation	Hep lipid drop	Hep lipid drop cells 6.5 µM	GPR35 arrestin U2OS	MgcRacGAP inhibition	T cell HTS	T cell HTS vesicle-bound %
Cc1nc2ncnn2c(N2CCN(C(=O)c3cccc(F)c3)CC2)c1Cc1ccccc1	14%	0.1	56	-10%	9%	0.2%	.	.	3%	-2%	i	44
O=C(COc1ccccc1Cl)NC1CC1	10%	-0.1	68	-7%	9%	0.0%	12	864	-6%	6%	i	10
COc1ccc(CN2CCc3ccccc3C2)c(OC)c1	1%	0.0	39	-9%	7%	0.0%	-7	733	-8%	16%	i	41
Cc1cc(-c2c(C)[nH]n(-c3ccc(Cl)cc3)c2=O)n(-c2ccccc2)n1	16%	-1.5	71	-5%	28%	-0.2%	.	.	-22%	11%	i	54
CCOC(=O)N1CCN(C(=O)c2cn(CC)c3cc(N4CCN(C)CC4)c(F)cc3c2=O)CC1	-1%	-0.6	57	-6%	2%	-0.5%	0	705	2%	.	i	40
COc1cc2ccccc2cc1C(=O)Nc1ccc(N2CCN(C(=O)C(C)C)CC2)cc1	-10%	25	59	-2%	2%	-0.1%	-18	722	-8%	5%	i	44
COC(CNC(=O)c1cnn2c(C)c(Cc3ccccc3)c(C)nc12)OC	3%	1.8	47	-2%	10%	-0.2%	-9	718	-17%	2%	i	22
CCCc1nnc(NC(=O)CCC(=O)N2CCN(Cc3cc(F)ccc3OC)CC2)s1	13%	0.7	53	-11%	14%	-0.2%	12	714	14%	7%	i	22
Nc1c(-c2cccc(Cl)c2)cnn1-c1ccccc1	1%	0.6	73	-1%	7%	0.0%	-22	816	8%	20%	i	50
Nc1cccc(NP(=O)(c2ccccc2)c2ccccc2)c1	8%	-0.1	45	-2%	19%	0.2%	-1	771	-13%	2%	i	57
CC/C(=N/Nc1ccccc1)c1cnnc(-c2ccccc2)n1	1%	1.4	56	-3%	26%	0.1%	29	709	-3%	6%	i	48
CCOC(=O)CNC1CC(=O)N(c2ccc(Br)cc2)C1=O (stereo not given)	-9%	-0.9	50	-7%	14%	-0.2%	-12	791	16%	11%	i	2
COc1cccc(/C=C/C(=O)Oc2ccc(C(=O)c3ccc(F)cc3)cc2)c1	-1%	2.6	48	0%	5%	-0.1%	9	633	3%	6%	i	52
COC(=O)C1=C(CS(=O)(=O)c2ccccc2)NC(=O)NC1c1ccc(OC)c(OC)c1 (stereo not given)	11%	-0.4	54	-2%	9%	-0.1%	-7	782	6%	5%	i	40
COc1ccc(-n2nc(C(=O)NCC(=O)N3CCCC3)c3ccccc3c2=O)c(OC)c1	2%	2.3	54	-12%	28%	0.1%	-15	475	2%	-4%	i	43
CCS(=O)(=O)c1ccc2oc(Nc3cc(C)cc(C)c3)nc2c1	-6%	3.6	56	-4%	12%	-0.2%	.	.	8%	10%	i	14
CCn1cc(CNC(=O)c2cc(-c3ccccc3OC)nc3ccccc23)c(C)n1	20%	0.4	94	1%	4%	0.2%	.	.	2%	1%	i	47
COc1cc(CC(NC(C)=O)C(=O)NC2CCN(C(=O)c3cc(OC)c(OC)c(OC)c3)CC2)cc(OC)c1 (stereo not given)	2%	0.0	41	-7%	-1%	-0.1%	4	744	26%	4%	i	37
CCN1CCN(C(=O)C2CCN(Cc3nc(-c4cccc(Cl)c4)oc3C)CC2)CC1	2%	-3.2	61	-6%	-1%	-0.2%	.	.	1%	2%	i	48
CCc1ccc(N(C(=O)CCC(=O)Nc2cc(C)on2)C(C(=O)NC(C)(C)C)c2ccc(OC)cc2)cc1 (stereo not given)	-10%	2.4	36	-2%	5%	1.2%	40	752	2%	2%	i	21
Oc1c(Br)cc(C2N=C(c3ccccc3)NO2)cc1Br (stereo not given)	-5%	-1.3	45	-4%	5%	-0.1%	.	.	9%	-2%	i	28
CN(C)CCN(Cc1ccccc1)S(=O)(=O)c1csc(C(N)=O)c1	-11%	0.2	70	-10%	6%	-0.1%	5	693	-22%	7%	i	42
CCOc1ccccc1/C=c1\sc2ncnn2c1=O	-1%	12	73	-8%	0%	0.5%	.	.	8%	49µM*	i	26
COc1ccccc1N1CCN(C(=O)N2CCOCC2)CC1	10%	-1.8	88	-1%	25%	-0.4%	11	743	4%	6%	i	55
O=C(NCc1ccc2c(c1)OCO2)c1cc(-c2ccccc2)c(N2CCOCC2)s1	5%	1.3	82	-3%	9%	0.6%	73*	728*	1%	11%	i	32
O=C(CSc1nnc(NC2CCCCC2)s1)Nc1ccc(N2CCOCC2)cc1	5%	2.0	60	-5%	8%	-0.2%	.	.	1%	-3%	i	8
CC(CNC(=O)C1CCCCC1C(=O)O)c1ccccc1 (stereo not given)	-11%	0.1	58	-2%	0%	-0.2%	9	789	-12%	5%	i	13
O=C(C1CCC1)N1CCc2cc(S(=O)(=O)NCCN3CCN(c4ccccc4F)CC3)ccc21	-6%	-1.2	53	-3%	9%	-0.1%	.	.	9%	6%	i	46
Cc1cc(C(F)F)n2nc(C(=O)Nc3ccccc3Br)nc2n1	-6%	4.1	71	-1%	9%	0.1%	47	610	-17%	4%	i	33
CCOc1ccc(Br)cc1S(=O)(=O)Nc1ccc(C(=O)OCC(=O)N(C)c2ccccc2)cc1	9%	12	49	-8%	13%	0.1%	0	678	-9%	9%	i	46
Cc1ccc(NC(=O)C(c2ccccc2)c2ccccc2)c(O)c1	-1%	1.6	63	-5%	4%	-0.2%	-6	654	17%	1%	i	12
CC1CC(C)CN(C(=O)CCCn2c(=S)[nH]c3ccccc3c2=O)C1 (stereo not given)	-5%	2.0	58	2%	0%	-0.1%	.	.	-11%	1%	i	47
CC(C)=CCC/C(C)=C/C=N/NC(=O)c1cccc([N+](=O)[O-])c1	3%	4.3	45	-4%	23%	-0.2%	-8	609	-7%	3%	i	16
COc1cc(/C=C/C(=O)c2ccc(O)cc2)ccc1OCC#N	-4%	1.8	36	-2%	6%	-0.4%	6	699	12%	7%	i	46
Cc1ccc(NC(=O)N2CCC(O)(c3cccnc3)CC2)cc1	-6%	-1.2	47	-3%	-2%	0.3%	-10	764	-2%	12%	i	34
COc1ccc(CC(=O)N(C)Cc2ccc(Cl)cc2)cc1S(=O)(=O)N1CCOCC1	.	-0.2	34	.	4%	.	.	.	.	7%	i	46
CCN(CC)c1ccc(NC(=O)/C=C\c2ccccc2Cl)cc1	-7%	-0.6	34	6%	13%	-0.2%	12	520	-7%	13%	i	37
COC(=O)c1ccccc1NC(=O)c1cnn2c(C)cc(C)nc12	4%	4.2	79	-3%	-5%	0.5%	0	739	12%	11%	i	58
Cc1nc(-c2ccc(C(F)(F)F)cc2)sc1C(=O)NN	5%	-0.8	34	0%	7%	-0.2%	5	738	28%	-7%	i	62
Cc1ccc(NC2SC(=O)N(Cc3cccc(C(=O)O)c3)C2=O)cc1 (stereo not given)	7%	0.4	68	-1%	4%	-0.3%	.	.	22%	4%	i	22
CC1CN(Cc2nc3c(c(=O)n(C)c(=O)n3C)n2Cc2cccc(Cl)c2)CC(C)O1 (stereo not given)	3%	0.0	57	-6%	7%	1.2%	-1	616	0%	2%	i	27
CCOc1cc(OCC)nc(S(C)(=O)=O)n1	6%	1.4	64	-9%	-3%	0.1%	11	716	-3%	4%	i	9
CCOc1cc(C(=O)Nc2ncccn2)cc(OCC)c1OCC	8%	-1.0	81	-10%	2%	-0.1%	8	673	12%	7%	i	36
COc1ccc(-n2nc(C(=O)NCC(=O)NCc3ccco3)c3ccccc3c2=O)cc1Cl	30%	1.7	87	-1%	10%	1.0%	.	.	-4%	4%	i	54

Some of these compounds in order of formula weight, descending:
SMILES	GPR55 LPI antagonism	NTR1 agonist	NTR1 agonist cell count 20 µM	LYP phosphatase	SV40 large T antigen	GPR55 activation	Hep lipid drop	Hep lipid drop cells 6.5 µM	GPR35 arrestin U2OS	MgcRacGAP inhibition	T cell HTS	T cell HTS vesicle-bound %
COc1ccc(-n2nc(C(=O)NCC(=O)NCc3ccco3)c3ccccc3c2=O)cc1Cl	30%	1.7	87	-1%	10%	1.0%	.	.	-4%	4%	i	54
CC1CC(C)CN(C(=O)CCCn2c(=S)[nH]c3ccccc3c2=O)C1 (stereo not given)	-5%	2.0	58	2%	0%	-0.1%	.	.	-11%	1%	i	47
Cc1ccc(NC2SC(=O)N(Cc3cccc(C(=O)O)c3)C2=O)cc1 (stereo not given)	7%	0.4	68	-1%	4%	-0.3%	.	.	22%	4%	i	22
CCOc1cc(C(=O)Nc2ncccn2)cc(OCC)c1OCC	8%	-1.0	81	-10%	2%	-0.1%	8	673	12%	7%	i	36
Cc1ccc(NC(=O)N2CCC(O)(c3cccnc3)CC2)cc1	-6%	-1.2	47	-3%	-2%	0.3%	-10	764	-2%	12%	i	34
COc1cc(/C=C/C(=O)c2ccc(O)cc2)ccc1OCC#N	-4%	1.8	36	-2%	6%	-0.4%	6	699	12%	7%	i	46
Cc1nc(-c2ccc(C(F)(F)F)cc2)sc1C(=O)NN	5%	-0.8	34	0%	7%	-0.2%	5	738	28%	-7%	i	62
CCOc1cc(OCC)nc(S(C)(=O)=O)n1	6%	1.4	64	-9%	-3%	0.1%	11	716	-3%	4%	i	9
